# XIAP antagonists – XIAP antagonists, biochemical, IAP family, fluorescence polarization (AID 1018); displacement, % at 20 µM, or IC50 in µM where a hit was titrated; XIAP BIR domain, fluorescence polarization peptide displacement; higher % means a stronger effect; hit rate 0.007% among 200,000; in the data active = displacement above about 50%; note: a part of the inactive calls stands beside numbers as strong as those of hits
# SV40 large T antigen – SV40 large T antigen inhibitors, biochemical (AID 1903). SV40 large T antigen ATPase/helicase inhibition assay; higher % means a stronger effect. one-dose inhibition, % at 20 µM; IC50 in µM for titrated hits. hit rate 0.39% among 310,000; in the data active = a potency from the dose series; inconclusive = inhibition mostly from about 32% at the one dose, without a potency; inactive = the rest, 99 in 100 with inhibition below about 32%; note: strong numbers were not always called active
# MgcRacGAP inhibition – MgcRacGAP GTPase-activating activity inhibitors, confirmation, biochemical, ADP Hunter fluorescence | MgcRacGAP-stimulated Rac1 GTP hydrolysis, ADP Hunter fluorescence; higher % means a stronger effect; GST-tagged Rac1 F28L mutant substrate | one-dose inhibition, % at 30 µM; IC50 in µM for titrated hits | hit rate 0.6% among 340,000 | AID 624330;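 active = first-screen hits whose inhibition reached a set limit at any dose in the follow-up dose series; inconclusive = inhibition above the set first-screen limit but never retested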;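 note: fluorescence reports GDP produced by GAP-driven GTP hydrolysis; strong numbers were not always called active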
# Dengue-2 NS5 capping – Dengue-2 NS5 methyltransferase inhibitors, primary screen, biochemical, confirmation dose response (AID 588689) | hit rate 0.3% among 340,000 | Dengue-2 NS5 methyltransferase capping enzyme assay, biochemical; higher % means a stronger effect | inhibition, % at 25 µM; hits with a dose series show IC50 in µM; in the data active = a potency from the dose series; inconclusive = inhibition above about 29% without an active follow-up result
# RSV antiviral HEp-2 – RSV antiviral activity via CPE protection, HEp-2 cells, primary 10 µM value included (AID 2391); HEp-2 cells, RSV-induced CPE inhibition; higher % means a stronger effect; one-dose CPE inhibition, % at 10 µM; IC50 in µM for titrated hits; hit rate 0.13% among 310,000; in the data active = a potency from the dose series; inconclusive = CPE inhibition mostly from about 23% at the one dose, without a potency; inactive = the rest, 99 in 100 with CPE inhibition below about 21%; note: strong numbers were not always called active
# HIV peptide binding – inhibitors of HIV fusion peptide binding, primary screen, biochemical, uHTS, fluorescence dequenching (AID 1986); hit rate 0.3% among 290,000; inhibition, % at 20 µM; hits with a dose series show IC50 in µM; cell-free peptide binding, fluorescence dequenching, 30 min; higher % means a stronger effect; in the data active = inhibition mostly above about 52%, no sharp cut-off; inactive = mostly below about 76%; note: some results filed as inactive read as strong as hits
# Siah-1 displacement – Siah-1 peptide-binding antagonists, primary screen, biochemical, fluorescence polarization, rhodamine-plectin, uHTS (AID 1817) | Siah-1 / rhodamine-plectin peptide fluorescence polarization; higher % means a stronger effect | one-dose displacement, % at 20 µM; IC50 in µM for titrated hits | hit rate 0.02% among 290,000;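 active = displacement of at least 50% at 20 µM, with a fluorescence ratio check between 0.3 and a set limit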;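 note: plate controls were Siah plus tracer with DMSO for no effect and tracer alone without Siah for full effect; strong numbers were not always called active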
# AID2073 – disruptors of CaV2.2 binding to Mint1 – biochemical, HTRF (AID 2073); hit rate 0.19% among 290,000; HTRF protein-protein interaction, Mint1-CaV2.2; higher % means a stronger effect; inhibition, % at 20 µM; hits with a dose series show IC50 in µM; in the data active = inhibition mostly above about 51%, no sharp cut-off; inconclusive = no clear call, values can overlap the other calls; inactive = mostly below about 53%; note: some results filed as inactive read as strong as hits
# LYP inhibition – PTPN22 lymphoid phosphatase activity blockers – biochemical, fluorescence intensity, uHTS (AID 1779). recombinant LYP phosphatase, fluorescence intensity; higher % means a stronger effect. one-dose inhibition, % at 11.5 µM; IC50 in µM for titrated hits. hit rate 0.054% among 290,000; in the data active = inhibition above about 50%;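 note: plate controls were vehicle with enzyme for no effect and no enzyme for full effect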
# Dengue-2 NS5 capping pilot replicate – recorded beside Dengue-2 NS5 capping, whose call it bears; inhibition, %; measured here: pilot screen replicate inhibition
# The depositor's hits bear a star; ? = inconclusive; . = not tested or not shown. Outcome played no part in choosing rows (roughly 1.7% active in at least one column).
SMILES,XIAP antagonists,SV40 large T antigen,MgcRacGAP inhibition,Dengue-2 NS5 capping,RSV antiviral HEp-2,HIV peptide binding,Siah-1 displacement,AID2073,LYP inhibition,others
COc1c(C)cc(C(=O)C2CCCN(C(=O)C3=C(C)OCCO3)C2)cc1C (configuration not stated),-8.6%,11%,-7%,-4%,4.8%,-0.3%,1%,-1%,-2%,
O=C(C1CCN(S(=O)(=O)c2ccc(F)cc2)CC1)N1CC=C(c2ccccc2)CC1,-0.2%,9%,5%,-7%,3.3%,-0.8%,3%,5%,7%,
COC(=O)c1cccc(NC(=O)/C=C/c2cccc([N+](=O)[O-])c2)c1,-22%,1%,10%,0%,2.3%,-2.5%,-2%,0%,-4%,
COc1cccc(C(=O)c2c[nH]c(C(=O)NCc3cccnc3)c2)c1,-7.6%,16%,3%,1%,9.2%,-0.1%,-1%,2%,-5%,
COc1ccc(C(=O)Nc2c3c(nn2-c2ccc([N+](=O)[O-])cc2)CS(=O)(=O)C3)cc1,.,3%,9%,1%,1.3%,0.0%,-1%,2%,-12%,
C=CCOc1cccc(C(=O)N2CCCC(CCC(=O)NCc3ccccc3F)C2)c1 (configuration not stated),-12%,-7%,0%,0%,2.9%,-1.1%,-2%,-12%,-5%,
COc1ccc(Cc2nnc(NC(C)=O)s2)cc1,-6.6%,23%,-6%,.,-0.4%,-1.1%,-6%,1%,-7%,
Cc1ccc(C)c(OCC(=O)Nc2ccncc2)c1,.,6%,4%,-7%,8.0%,-1.4%,12%,6%,-9%,
COc1ccccc1NS(=O)(=O)c1ccc2oc(N)nc2c1,.,5%,12%,-9%,0.8%,-0.3%,-1%,-22%,-3%,
O=C(CCn1nnc2ccccc21)N/N=C\Cc1ccccc1,-3.6%,6%,8%,4%,2.2%,2.7%,14%,-23%,-2%,
NC(=O)C1CCN(S(=O)(=O)c2ccccc2[N+](=O)[O-])CC1,.,11%,7%,-1%,1.8%,-1.8%,5%,-3%,-10%,
CC1CCCC(NC(=O)COC(=O)COc2ccc(Cl)cc2)C1C (configuration not stated),-20%,7%,2%,5%,0.5%,-2.5%,1%,18%,-7%,
Cc1ccc(OCCNC(=O)CNC(=O)c2ccc(C)c(C)c2)cc1,.,11%,-7%,8%,-1.9%,.,.,.,.,
Cc1ccc(SCn2nnc3ccccc3c2=O)c(C)c1,-9.0%,5%,10%,-13%,1.6%,-0.8%,-1%,-5%,4%,
CN(C)CCNc1ccc(-c2n[nH]c(=O)c3ccccc23)cc1[N+](=O)[O-],.,.,7%,1%,.,-0.9%,-4%,-10%,-5%,
CC(C)CC(C(=O)OCC(=O)Nc1ncc(Cl)cc1Cl)N1C(=O)c2ccccc2C1=O (configuration not stated),-7.6%,14%,6%,-6%,2.2%,-2.4%,-6%,-10%,2%,
CCN1CCN(c2sc(S(C)(=O)=O)nc2S(=O)(=O)c2ccc(C)cc2)CC1,.,17%,7%,-7%,-0.3%,0.4%,3%,6%,-5%,
CCC(C)[C@H](NC(=O)Nc1ccccc1F)C(=O)O (some centres not stated),.,8%,20%,-4%,-0.6%,0.1%,0%,2%,-6%,
CCOc1cc(N2CCOCC2)c(OCC)cc1NC(=O)CSc1n[nH]c(N)n1,-4.4%,18%,-4%,-4%,2.6%,-3.6%,4%,-22%,-7%,
CCOC(=O)N1CCC(NC(=O)C2CCCN(C(=O)N3CCOc4ccccc43)C2)CC1 (configuration not stated),-4.7%,9%,7%,-4%,-0.5%,-2.3%,1%,1%,-4%,
CCOc1ccc(NC(=O)C2CCCN(S(=O)(=O)c3c(C)n[nH]c3C)C2)cc1 (configuration not stated),-13%,-4%,4%,-6%,2.2%,-0.4%,-6%,14%,-1%,
CCOC(=O)CSc1n[nH]c(NC(=O)c2cccc(C(F)(F)F)c2)n1,-4.7%,7%,1%,-10%,-0.7%,-0.2%,-2%,-7%,-8%,
CCOC(=O)c1nc(NCc2ccccc2F)c2ccccc2n1,-0.6%,11%,12%,-7%,2.6%,-1.5%,-6%,-1%,-6%,
O=C(NCCC1CCCCN1S(=O)(=O)c1ccccc1)C(=O)NCCN1CCOCC1 (configuration not stated),.,8%,16%,-6%,-2.0%,.,.,.,.,
O=C(CN1CCN(c2ccccn2)CC1)Nc1ccccc1Br,.,6%,9%,-3%,?,-1.2%,6%,0%,-5%,
COc1ccc(CN2C(=O)CS/C2=N/N=C/c2cccs2)cc1,.,4%,4%,0%,4.0%,0.3%,-1%,-1%,-2%,
Cc1cccc(Oc2nc(-c3ccccn3)nc3ccccc23)c1,.,11%,11%,-5%,6.9%,-0.3%,5%,4%,3%,
CC(C)(C)n1nc2c(c1NC(=O)c1ccccc1F)CS(=O)C2 (configuration not stated),-4.2%,2%,3%,-4%,0.4%,-0.2%,0%,-10%,-4%,
CCOc1ccccc1N1CC(C(=O)N(Cc2nnc(-c3ccccc3Cl)o2)C2CC2)CC1=O (configuration not stated),.,16%,8%,5%,0.3%,.,.,.,.,
O=C(O)C1C2C=CC(O2)C1C(=O)Nc1ccc(S(=O)(=O)Nc2ccccc2)cc1 (configuration not stated),-2.0%,12%,7%,-9%,0.9%,6.9%,6%,-15%,-4%,

# 2 entries drawn at random from those above:
SMILES,XIAP antagonists,SV40 large T antigen,MgcRacGAP inhibition,Dengue-2 NS5 capping,RSV antiviral HEp-2,HIV peptide binding,Siah-1 displacement,AID2073,LYP inhibition,others
CCC(C)[C@H](NC(=O)Nc1ccccc1F)C(=O)O (some centres not stated),.,8%,20%,-4%,-0.6%,0.1%,0%,2%,-6%,
O=C(CN1CCN(c2ccccn2)CC1)Nc1ccccc1Br,.,6%,9%,-3%,?,-1.2%,6%,0%,-5%,

# More structures.
SMILES,XIAP antagonists,SV40 large T antigen,MgcRacGAP inhibition,Dengue-2 NS5 capping,RSV antiviral HEp-2,HIV peptide binding,Siah-1 displacement,AID2073,LYP inhibition,others
Cc1nnsc1C(=O)NNC(=O)Nc1ccccc1,-6.1%,19%,5%,-7%,-0.3%,-0.9%,2%,-5%,4%,
CC1CCCN(C(=O)CN(C)S(=O)(=O)c2ccc3c(c2)c(=O)n(C)c(=O)n3C)C1 (configuration not stated),.,-4%,2%,4%,1.5%,-0.5%,-4%,8%,-8%,
CC(C)(C)NC(=S)Nc1cccc(C(F)(F)F)c1,-7.5%,-28%,1%,5%,9.1%,0.1%,3%,2%,-5%,
Cc1ccc(N2CC(C(=O)NCc3cccnc3)CC2=O)cc1 (configuration not stated),-2.5%,-3%,-3%,-4%,0.0%,-0.6%,1%,-10%,-6%,
O=C(CN1C(=O)NC2(CCCC2)C1=O)Nc1nc(-c2ccccc2)cs1,.,12%,-5%,0%,-0.5%,.,.,.,.,
COc1cc(OC)c(OC)cc1CNC(=O)c1cc(=O)c2ccccc2o1,.,5%,12%,-5%,1.5%,0.7%,-2%,24%,-2%,
Cn1cc(C(=O)CCl)c2ccccc21,-6.5%,17%,4%,-4%,.,-0.6%,5%,-2%,-6%,
O=C(CN1CCCCCC1)Nc1ccccc1Oc1ccccc1,-7.6%,7%,9%,-8%,-1.0%,0.5%,1%,-23%,-6%,
c1ccc(N2CC[N+]3(CCCC3)CC2)nc1,-0.5%,-5%,15%,-4%,1.9%,-2.1%,3%,-4%,4%,
CCCCn1nc2cc(C(=O)NCCCCc3ccccc3)ccc2c1OCC,-1.2%,8%,10%,-4%,5.2%,1.7%,5%,-4%,-9%,
CCOc1cc(/C=C2/C(=O)N(c3ccccc3)N=C2C)ccc1OC(=O)c1cccs1,-1.2%,19%,15%,9%,2.1%,36%,3%,20%,2%,
COc1ccc(C(CNC(=O)CSc2ccccc2C)N(C)C)cc1 (configuration not stated),.,-1%,6%,-13%,-0.1%,0.2%,-3%,2%,-9%,
COc1cc(/C=C(\C#N)C(=O)c2c(C)[nH]c3ccccc23)cc(OC)c1OC,-27%,6%,15%,6%,0.6%,-1.7%,1%,11%,-2%,
CN(c1ccccc1)c1ccc(/C=N/N2CCOCC2)cc1,-1.9%,33%,37µM*,-3%,3.1%,-1.3%,0%,-2%,-4%,
O=C(N/N=C/c1cccn1-c1ccccc1)c1ccncc1,1.3%,18%,1%,-13%,2.1%,-0.9%,-7%,-8%,1%,
CC[C@H](C)[C@H](NC(N)=O)C(=O)NCCc1ccc(OC)c(OC)c1,-4.3%,9%,2%,-11%,0.5%,-1.8%,4%,4%,-1%,
Cc1ccc(C)c(NC(=S)NCCSc2ccc(Cl)cc2)c1,-0.9%,-1%,3%,-1%,17%,-1.8%,6%,?,1%,
CC(=O)Oc1ccc(OC(C)=O)c(SCCCCCN2CCOCC2)c1,-22%,14%,13%,4%,0.1%,-1.9%,-3%,-13%,-9%,
COc1cccc2sc(N(CCN(C)C)C(=O)/C=C/c3cccs3)nc12,-7.1%,7%,14%,-12%,-1.3%,0.6%,2%,-1%,-5%,
Cc1nc2sc3c(O)cc(=O)[nH]c3c2c(C)c1C,-4.7%,15%,17%,7%,3.8%,-1.0%,16%,54%,-7%,
CCOC(=O)c1cccc(NC(=S)NC(=O)c2cccnc2)c1,.,2%,14%,-17%,-0.3%,-0.3%,-3%,2%,-11%,
O=C(Cc1ccccc1)NCCS(=O)(=O)N1CCN(c2ccccc2)CC1,.,11%,6%,1%,-2.1%,.,.,.,.,
CC(C)n1c(C(F)(F)F)nc2cc(C(=O)N3CCCCC3)ccc21,.,9%,-2%,-18%,2.9%,-0.4%,-3%,6%,-6%,
COc1cc(OC)cc(-c2nc3ccccc3c(=O)n2OC(=O)c2ccc(Br)cc2)c1,-3.8%,-1%,-6%,6%,0.3%,2.2%,1%,3%,1%,
Cc1[nH]c(=O)[nH]c(=O)c1S(=O)(=O)Nc1ccc(F)c(Cl)c1,.,6%,8%,-2%,2.2%,1.6%,0%,17%,-8%,
COCCOC(=O)C1=C(C)Nc2ncnn2C1c1ccccc1 (configuration not stated),-9.2%,3%,10%,2%,0.3%,-1.0%,-8%,0%,-1%,
C/C(=N\OC(=O)NC(C)C)c1sc(-c2ccc(Cl)cc2)nc1C,-5.2%,4%,3%,-14%,?,-3.0%,-2%,10%,0%,
c1ccc(OCc2nnc3sc(-c4cccs4)nn23)cc1,-1.3%,8%,11%,-6%,2.7%,0.4%,-1%,-10%,-2%,
CC(=O)Nc1ccc(NC(=O)CSc2nc(=O)n3cccc(C)c3n2)cc1,.,9%,4%,-10%,3.1%,.,.,.,.,
Cc1cc(C)nc(/N=C(\N)C2=C(O)CC(C)(C)CC2=O)n1,-2.9%,8%,5%,7%,0.2%,-0.7%,-3%,-3%,-10%,Dengue-2 NS5 capping pilot replicate=3.0
CC1CCCCN1CC(=O)Nc1cc(S(=O)(=O)N2CCOCC2)ccc1N1CCCC1 (configuration not stated),-8.1%,7%,12%,-8%,-0.4%,0.2%,0%,24%,-3%,
Cc1cccc2cc(-c3nc4c(C)cccn4c3NCc3ccco3)c(=O)[nH]c12,0.6%,18%,15%,1%,-1.0%,0.6%,2%,-6%,-3%,
CCOC(=O)N1CCN(Cc2nnc(-c3ccccc3C)o2)CC1,.,-13%,4%,6%,0.4%,-0.9%,-8%,8%,-2%,

# Screens from PubChem BioAssay.
